# Screening results: PubChem BioAssay, several laboratories
# CHOP inhibitor – inhibitors of CHOP promoter induction, primary screen, cell-based, unfolded protein response, luciferase reporter | CHO-K1 CHOP-promoter luciferase, tunicamycin-induced, 15-18 h | inhibition, % at 10 µM | actives 3.8% (n = 220,000) | AID 2732, 2010;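 active = compounds that reduced the stress-induced luciferase reporter signal by more than about 70% of percent inhibition, limit read from the data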;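 note: 0% = tunicamycin plus vehicle and 100% = wells without tunicamycin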
# FXIIa inh – human FXIIa protease inhibitors, primary screen, biochemical, 1536-well | purified FXIIa, Boc-QGR-AMC fluorogenic substrate, 2 h | inhibition, % at 5 µM | actives 0.3% (n = 220,000); in the data active = inhibition above about 40%;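 note: 0% = enzyme with no compound and 100% = blank without enzyme; many of its hits are not listed in these tables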
# TNF death inh – inhibitors of TNF-alpha triggered necroptosis, primary screen, cell-based, Jurkat FADD-/-, single concentration; Jurkat FADD-/- TNF necroptosis rescue, ATP luminescence, 24 h; 0 = TNF only, 100 = no-TNF cells; activation (protection from cell death), % at 10 µM; actives 0.068% (n = 220,000);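 active = activation, meaning protection from cell death, of at least 50% relative to plate controls; inactive = activation below 50%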;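 note: necroptosis triggered by 40 ng/mL TNF-alpha added together with compound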
# PPC-1+TRAIL kill – compounds killing PPC-1 cancer cells with TRAIL present, primary screen, TRAIL potentiator project, ATPLite luminescence, uHTS | cell killing (% activity), % at 4 µM | AID 1443, 2008 | PPC-1 cells + TRAIL, ATPLite viability luminescence | actives 0.41% (n = 220,000);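 active = cell killing above 50% in the first pass at 4 µM, then a duplicate retest at 5 µM averaging 50% or more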;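 note: plate controls were cells with TRAIL plus DMSO for no effect and medium-only wells lacking cells for full effect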
# EP2 antag – human EP2 receptor antagonists, primary screen, TR-FRET cAMP, C6 glioma cells; C6 glioma cells expressing human EP2; cells stimulated with saturating PGE2; actives 0.52% (n = 260,000); inhibition, % at 25 µM; AID 1422, 2008;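 active = percent inhibition above 40 after rounding to a whole number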;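 note: rat C6 glioma host cells with rolipram phosphodiesterase inhibitor present; the protocol text gives 20 µM as final concentration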
# Target sequence (P43116 whole entry, looked up): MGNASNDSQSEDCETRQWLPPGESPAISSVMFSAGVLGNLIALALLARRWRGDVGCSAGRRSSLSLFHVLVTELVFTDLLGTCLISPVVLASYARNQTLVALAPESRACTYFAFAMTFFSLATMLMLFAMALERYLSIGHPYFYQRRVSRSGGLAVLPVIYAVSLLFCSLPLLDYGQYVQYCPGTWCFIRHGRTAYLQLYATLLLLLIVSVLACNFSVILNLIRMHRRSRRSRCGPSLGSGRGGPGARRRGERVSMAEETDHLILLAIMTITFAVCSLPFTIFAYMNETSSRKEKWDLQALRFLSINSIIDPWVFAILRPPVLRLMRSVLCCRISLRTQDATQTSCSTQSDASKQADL
# zVAD death inh – inhibitors of zVAD-triggered necroptosis, primary screen, L929 cells | actives 0.38% (n = 220,000) | viability rescue, % at 10 µM | L929 zVAD necroptosis rescue, ATP luminescence, 24 h; with zVAD 60 µM;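 active = activation, scaled between plate controls, above about 75%, limit read from the data; inactive = activation under that limit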;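 note: 0% = zVAD with DMSO and 100% = DMSO alone without zVAD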
# Wee1 degr inh – Wee1 degradation inhibitors, primary screen, cell-based, HeLa, Wee1K328M-luciferase, luminescence; reporter increase, % at 5 µM; actives 1.2% (n = 220,000); HeLa Luc-Wee1K328M stability; 100% = proteasome inhibitor MG132 effect; AID 1321, 2008; Wee1-like protein kinase (Homo sapiens), P30291;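 active = activation above the mean of all tested compounds plus 3 SD, set per screening run, cut at about 8.8% in these data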;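 note: cells exposed to compound for 20 h before luminescence read; 0% = DMSO alone and 100% = MG132 at 30 µM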
# Target sequence (P30291 whole entry K328M): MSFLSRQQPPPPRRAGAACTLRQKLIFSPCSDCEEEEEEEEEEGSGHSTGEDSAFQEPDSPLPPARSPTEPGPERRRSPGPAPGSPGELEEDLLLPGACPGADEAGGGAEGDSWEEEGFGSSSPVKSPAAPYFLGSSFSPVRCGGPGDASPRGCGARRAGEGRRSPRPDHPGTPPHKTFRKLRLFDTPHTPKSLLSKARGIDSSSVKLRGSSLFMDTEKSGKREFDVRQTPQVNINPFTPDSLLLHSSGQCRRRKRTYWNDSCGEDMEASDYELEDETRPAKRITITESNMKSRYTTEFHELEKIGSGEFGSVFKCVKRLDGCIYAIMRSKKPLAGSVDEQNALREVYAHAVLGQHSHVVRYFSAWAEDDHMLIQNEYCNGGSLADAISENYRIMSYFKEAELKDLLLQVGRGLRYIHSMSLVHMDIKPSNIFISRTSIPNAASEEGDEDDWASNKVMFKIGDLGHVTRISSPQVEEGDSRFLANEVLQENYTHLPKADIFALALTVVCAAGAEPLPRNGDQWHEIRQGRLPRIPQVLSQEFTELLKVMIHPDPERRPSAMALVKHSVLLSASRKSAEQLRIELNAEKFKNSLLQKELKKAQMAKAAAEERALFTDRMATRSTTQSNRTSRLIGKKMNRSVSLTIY
# FXIa inh – human FXIa protease inhibitors, primary screen, biochemical, 1536-well; Coagulation factor XI (Homo sapiens), P03951; purified FXIa, Boc-Glu-Ala-Arg-AMC fluorogenic substrate; actives 0.14% (n = 220,000); inhibition, % at 5 µM; AID 798, 2007;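 active = inhibition of at least 40%; inactive = inhibition below 40%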;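 note: fluorescence of freed AMC excited at 355 nm; 0% = enzyme without compound and 100% = no enzyme blank; many of its hits are not listed in these tables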
# Tb hexokinase – Trypanosoma brucei hexokinase 1 inhibitors, primary screen, biochemical, G6PDH-coupled NADH absorbance, MLSCN library; hexokinase 1 [Trypanosoma brucei]; recombinant TbHK1, G6PDH-coupled NADH A340; inhibition, % at 10 µM; actives 0.11% (n = 220,000); AID 1430, 2008;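 active = inhibition of 50% or more in the single-dose primary screen; inactive = inhibition below 50%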
# The depositor's hits bear a star; · = no result given; & = joins results of further samples. These rows are one share of the data (hit frequency here may not be typical).
SMILES,CHOP inhibitor,FXIIa inh,TNF death inh,PPC-1+TRAIL kill,EP2 antag,zVAD death inh,Wee1 degr inh,FXIa inh,Tb hexokinase
Cc1ccc(N=C2S/C(=C\c3cn(CC(=O)O)c4ccccc34)C(=O)N2C)cc1,-27.5,16.1,1.0,25.6,18.7,0.7,-2.8,13.9,4.3
C=CCC(NCc1ccco1)c1ccc(OC)cc1OC (stereo not given),-14.6,4.6,-0.3,-2.3,13.7&10.0,0.3,-1.8,-3.8,-1.1
Cc1ccc(-c2nn(C(C)(C)C)c3ncnc(N)c23)cc1,76.5*,-15.0,9.8,15.7,14.8,70.6,-4.0,-20.3,7.7
CC(C)COC(=O)c1ccc(NC(=O)C2C3C=CC(C3)C2C(=O)O)cc1 (stereo not given),1.1,11.1,-3.8,-15.8,11.4,0.2,-1.6,1.8,-0.7
Cc1ccc(OCC(=O)NNC(=O)C(=O)N2CCCC2)c(C)c1,-2.5,11.0,1.0,31.1,17.1&8.5,0.2,1.9,2.7,5.5
O=C(CC1SC(=O)N(Cc2ccccc2Cl)C1=O)Nc1nccs1 (stereo not given),30.7,14.1,6.9,13.0,-0.2,0.4,-2.5,3.4,0.5
Cc1cc(-c2nn(-c3ccccc3F)cc2CNCCc2cnccn2)c(C)s1,17.0,0.0,3.7,15.4,6.8,-0.7,-3.0,-5.8,11.4
c1ccc(-c2nc(NCCCn3ccnc3)c3oc4ccccc4c3n2)cc1,23.0,19.2,-2.7,39.7,8.1,1.1,-2.8,12.0,12.0
CCOc1cc(/C=C(\C#N)c2[nH]nc(N)c2C#N)ccc1O,26.9,3.2,2.1,6.7,1.3,81.4*,-2.9,-13.6,-20.4
CN(c1ccc(OCC(=O)OCC(=O)Nc2ccccc2F)cc1)S(=O)(=O)c1cccs1,12.7,2.8,2.5,34.7,8.0,2.0,2.1,6.4,-1.6
CCCC(CCC(=O)Nc1ccn(-c2ccccc2)n1)C(=O)O (stereo not given),2.7,11.0,-1.1,25.5,2.1,-0.1,-0.4,-5.9,-4.9
CC1CCN(C(=O)C2CCC(CNS(=O)(=O)c3cccc4cccnc34)CC2)CC1 (stereo not given),22.7,25.8,-0.7,1.3,·,-1.1,-2.6,18.5,-7.3
Cc1ccccc1OCC(=O)Nc1ccccc1CO,38.1,2.4,-0.1,12.1,9.7,-0.4,0.2,3.6,1.7
COc1ccc(S(=O)(=O)N2CCN(c3nc4ccccc4nc3-n3nc(C)cc3C)CC2)cc1,18.3,12.8,0.0,15.0,12.6,0.0,-1.9,-0.2,-12.1
O=C1NC(=S)S/C1=C\c1ccc(SCc2ccco2)o1,6.9,-4.6,-2.7,4.7,6.5,0.6,1.4,1.4,38.0
CCCc1cc(=O)[nH]c(SCC(=O)Nc2ccc(Br)cc2Br)n1,12.0,6.1,1.0,3.6,1.2,19.6,0.9,-3.1,3.2
Clc1ccc(Oc2nc(Oc3ccc(Cl)cc3)nc(N3CCOCC3)n2)cc1,32.1,13.6,-1.3,13.2,9.7,0.4,-4.7,6.7,18.1
CCOC(=O)c1c(C)[nH]c(C)c1C(=O)COc1ncnc2cc([N+](=O)[O-])ccc12,-5.4,6.7,-5.1,22.6,4.0,2.0,-0.6,1.8,-4.6
COc1ccc(C(=O)Nc2ccc(C(=O)NCCc3ccccc3)cc2)cc1,9.8,11.7,1.6,26.6,3.6,22.0,0.6,3.0,2.0
Cc1ccc(NC(=O)CN(C)C(=O)/C=C/c2cccs2)cc1,7.3,10.5,2.2,5.6,4.0,-0.4,5.7,9.0,-13.8
COc1ccc(Cl)cc1NC(=O)NC(C)C(C)(C)C (stereo not given),8.2,9.3,2.0,8.0,3.2,0.0,2.1,-1.4,-6.0
CCOc1cc(/C=N/NC(=O)COc2nc(C)cc(COC)c2C#N)ccc1O,25.4,8.2,3.7,-0.7,8.4,0.2,4.9,1.9,-31.5
CCc1nnc(NC(=O)CSc2nnc(CNc3cccc(C)c3)n2-c2ccccc2)s1,30.8,23.2,-2.7,2.7,6.6,-0.1,-3.2,17.8,5.8
CCOCCCNC(=O)c1ccc(OC(C)=O)cc1,36.0,5.9,-1.1,21.4,7.2,0.0,-2.2,0.1,-5.5

# Copied from the list.
# Under zVAD death inh, Cc1ccccc1OCC(=O)Nc1ccccc1CO is listed with -0.4
# Under Tb hexokinase, COc1ccc(S(=O)(=O)N2CCN(c3nc4ccccc4nc3-n3nc(C)cc3C)CC2)cc1 is listed with -12.1
# Under CHOP inhibitor, CCOc1cc(/C=N/NC(=O)COc2nc(C)cc(COC)c2C#N)ccc1O is listed with 25.4

# Additional entries:
SMILES,CHOP inhibitor,FXIIa inh,TNF death inh,PPC-1+TRAIL kill,EP2 antag,zVAD death inh,Wee1 degr inh,FXIa inh,Tb hexokinase
CN(C(=O)CCN1C(=O)C2C3C=CC(C3)C2C1=O)c1ccccc1 (stereo not given),-3.0,11.2,-0.5,13.8,4.5,0.4,3.1,2.0,-2.1
COC(=O)c1cc(C#N)c(N2CCOCC2)nc1C,-10.0,3.8,-1.1,22.1,2.1,3.8,3.0,-3.7,-6.9
O=C(c1ccco1)N1CCN(C(c2ccccc2F)c2nnnn2CC2CCCO2)CC1 (stereo not given),36.9,10.4,0.1,24.3,5.9,-0.1,2.6,6.7,1.8
Cc1cccc(-n2nc(CC#N)c(C#N)c2N)c1,-0.3,9.4,-1.4,-29.2,7.5,-1.2,0.2,-1.3,-3.4
O=[N+]([O-])c1cc(-c2nc(-c3ccncc3)no2)ccc1Cl,-43.0,1.8,-5.5,44.8,7.4,0.5,-3.1,5.2,-0.1
COc1ccc(Nc2nc(CN3CCOCC3)nc3sc4c(c23)CCC(C)C4)cc1OC (stereo not given),-0.7,8.4,2.7,7.6,11.4,·,4.1,4.3,-7.4
O=C(COc1ccc(=O)n(-c2ccccc2)n1)Nc1ccccc1,35.6,11.8,0.2,11.9,6.4,0.0,-2.6,4.1,-3.5
CCNC(=S)Nc1ccc2ncoc2c1,5.9,6.9,-0.7,16.8,7.5,1.0,2.1,-2.4,5.2
COc1ccc(C(=O)Nc2nc3cc(OC)c(OC)cc3c(=O)[nH]2)cc1,11.0,11.7,1.1,12.0,8.4,-0.2,0.7,-2.6,-7.5
CC(=O)Nc1ccccc1NC(=O)C/C(C)=N/NC(=O)c1ccccn1,-6.8,7.5,0.7,·,5.0,-0.4,0.7,1.5,0.2
CC(C)N1C(=O)CCC1C(=O)N1CCC(Cc2ccccc2)CC1 (stereo not given),-5.6,10.5,0.7,-8.0,7.2,·,7.1,6.4,-1.1
O=c1[nH]c2cccnc2n1-c1ccc([N+](=O)[O-])cc1,16.2,2.9,3.4,6.5,8.7,1.3,1.0,13.6,-10.2
Fc1cccc(F)c1-n1c(CN2CCOCC2)csc1=S,-10.4,6.2,0.3,1.5,1.1,0.5,1.5,-1.8,0.3
CN(C)c1ccc(/C=c2\sc3nc(-c4ccccc4)nn3c2=O)cc1,16.7,11.8,0.2,9.6,·,0.6,-0.6,0.1,-5.7
Cc1ccc(C)c(NC2=NCC(=O)N2c2ccc3c(c2)OCCO3)c1,12.3,8.3,1.1,-23.6,14.4,-0.1,1.9,0.9,1.8
CC(=O)COc1ccc2c(C)c(-c3ccccc3)c(=O)oc2c1,-18.4,23.6,-1.8,25.0,7.4,-0.5,-0.8,0.8,-16.2
Cc1onc(-c2ccccc2)c1C(=O)N[C@@H]1C(=O)N2[C@@H]1SC(C)(C)[C@@H]2C(=O)O,4.7,1.4,1.7,26.2,·,64.4,0.2,0.1,6.9
CC(C)(CO)NCc1cc(Br)ccc1OCc1ccccc1,19.3,13.6,-1.5,24.8,-1.1,-1.1,0.7,5.6,3.9
CC(O)c1nc2ccccc2n1Cc1ccc([N+](=O)[O-])cc1 (stereo not given),2.1,6.2,1.2,16.3,0.1,1.1,-0.9,4.4,-1.6
O=C(CN(Cc1ccco1)C(=O)c1ccc(Cl)cc1)Nc1c(Cl)cc(Cl)cc1Cl,44.7,0.5,1.2,15.7,5.4,0.8,1.1,-8.9,13.9
CCn1cc(C(=O)NCc2cccs2)c(=O)c2ccc(C)nc21,2.5,1.2,-0.7,11.5,6.7,-0.2,-2.2,-6.3,43.9
C/C(=N\NC(=S)NC(C)C)c1ccccc1,18.8,3.8,-0.1,2.6,2.2,0.2,0.6,-4.3,3.5
Cc1cccc(-c2noc(CN(C(=O)c3ccc(Br)o3)C(C)C)n2)c1,87.8*,9.8,-1.8,14.0,7.1,0.4,2.2,-11.2,10.1
CC(=O)NNC(=O)c1sc(=S)n2c1[nH]c(=O)c1sccc12,11.8,2.8,1.0,20.5,4.5,1.9,-2.7,-3.2,11.2
CCn1c(-c2c[nH]c3ccccc23)n[nH]c1=S,-16.4,7.8,-1.9,12.7,1.2,0.3,-1.6,1.3,-3.0
NC(=O)c1c(/N=C/c2cccnc2)sc2c1CCCC2,-4.1,2.5,-0.5,16.3,8.6,2.4,6.6,-1.4,-13.4
COC(=O)[C@H](CCSC)NC(=O)NCCC1=CCCCC1,7.8,-3.5,-0.3,10.7,10.3,-0.3,-0.7,-7.5,-8.8
COc1cc(/C=C(\C#N)C(=O)NC(C)C)cc(Cl)c1O,4.7,10.6,-0.9,24.6,6.7,4.2,4.9,1.7,-5.5
CC(C)C(=O)Nc1ccc(NC(=O)c2ccco2)cn1,-10.6,17.6,0.3,10.5,7.8,4.9,4.8,16.3,-10.9
CCCCNC(=O)CCn1c(=O)c2ccccc2n(CC(=O)Nc2ccccc2OCC)c1=O,5.1,6.1,0.6,-12.7,8.2,-0.7,1.2,3.2,3.1
COc1ccc(C2CC(c3ccc(Br)cc3)=NN2C(=O)CN2CCCC2)cc1 (stereo not given),7.0,-1.2,-3.5,3.4,5.0,-0.3,-2.9,-6.1,-8.3
CCN(CC)c1ccc(C(=O)OCC(=O)Nc2ccccc2-c2ccccc2)cc1,46.5,10.0,-0.1,24.1,9.3,1.0,-1.9,1.6,-0.1
COc1ccc2oc(=O)c(C(=O)N3CCN(c4ccc(F)cc4)CC3)cc2c1,1.4,10.8,-0.8,15.6,10.4,-0.1,-0.9,3.3,-2.1
CCOC(=O)c1cnn(-c2ccc(Cl)cc2)c1C1CCN(C(=O)OC(C)(C)C)CC1,39.2,11.9,-0.3,29.2,2.7,-0.7,1.2,0.3,-7.7
COc1ccccc1N1CCN(C(=O)CN2C(=O)c3ccccc3S2(=O)=O)CC1,10.8,0.9,-0.9,0.4,18.5,-0.1,-2.2,-6.7,5.7
O=C(CN1C(=O)c2ccccc2C1=O)OCCOCCN=C1NS(=O)(=O)c2ccccc21,7.8,6.8,1.3,22.2,1.8,2.4,-1.1,-0.1,-1.4
O=C(NCCc1ccc(Cl)cc1)C1CCC(=O)N1Cc1ccccc1Cl (stereo not given),15.8,21.7,-0.3,16.3,8.1,0.9,1.1,8.6,2.4
O=C(NCc1ccc(OC(F)(F)F)cc1)C1CC(c2ccccc2C(F)(F)F)=NO1 (stereo not given),4.6,4.3,5.2,3.1,18.4,0.2,·,-0.3,-8.1
